H9c2 TAG inh = inhibitors of triacylglycerol accumulation | H9c2 cells, Nile Red lipid (TAG) fluorescence; cells loaded with 200 µM oleic acid | inhibition, % at 12.5 µM | 230,000 tested, 0.66% active | AID 651582;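 active means pattern-corrected inhibition of lipid staining of at least 50% with the nuclear-stain viability signal not falling by more than 50%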;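 further: 0% = DMSO wells and 100% = triacsin C control wells; some results filed as inactive read as strong as hits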
H9c2 TAG inh DAPI viability = second read-out of H9c2 TAG inh, no call of its own (marks repeat the call); DAPI nuclei signal change (viability), lower = more cytotoxic, %;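 whole-well DAPI fluorescence read on a plate reader as a viability signal; minus 50 percent equals half of cells still viable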
The depositor's hits bear a star; & = joins results of further samples. An excerpt; rates above refer to the full screens.

(1) CC(Oc1ccc2ccccc2c1)C(=O)NNC(=S)NC(=O)c1ccco1 (stereo not drawn)
(2) COc1ccc(CSc2nc(C)cc(C)c2C#N)cc1
(3) CCN(Cc1ccccc1)C(=O)c1cccs1
(4) C=CCNc1nc(Nc2ccc(Cl)cc2)nc(OC)n1
(5) Cc1c(S(=O)(=O)N2CC(C)CC(C)C2)c(=O)n(C)c(=O)n1C (stereo not drawn)
(6) CC(C)(C)c1ccc(C(=O)N2CCC2(C)C(=O)NS(=O)(=O)c2ccccc2Cl)cc1 (stereo not drawn)
(7) Cc1cc(C)c2c(CC(=O)NC(C)C)coc2c1
(8) COC(=O)c1ccc(N2CCOCC2)c(NC(=O)c2cccnc2)c1
entry no.	1	2	3	4	5	6	7	8
H9c2 TAG inh	-2	-16	-15	4	-1	-9	-1	18
H9c2 TAG inh DAPI viability	-2	3	13	3	4	8	4	-3

(9) Clc1ccc2c(c1)C=Nc1c(NCc3ccccc3)ncnc1O2
(10) CCN(CC)S(=O)(=O)c1ccc(C(=O)N2CCN=C2SCc2cccnc2)cc1
(11) Cc1ccccc1-c1cnc(C(O)c2ccccc2)[nH]1 (stereo not drawn)
(12) O=C(C1=C[C@H](C2CCCCC2)C[C@H](OCc2ccc(CO)cc2)O1)N1CCN(Cc2ccccc2)CC1
(13) CC(=O)Nc1nc2cc(N)ccc2s1
(14) CC(=O)NC(=S)Nc1ccc(S(=O)(=O)N(C)Cc2ccccc2)cc1
(15) COc1cccc(-c2csc(N3CCN(C(=O)Nc4ccc(F)cc4)CC3)n2)c1
(16) COc1ccc(C(=O)Nc2ccc3c(c2)C(=O)c2ccccc2C3=O)cc1OC
entry no.	9	10	11	12	13	14	15	16
H9c2 TAG inh	11	11	1	-17	-2	-8	2	11
H9c2 TAG inh DAPI viability	-5	-3	-3	8	-7	-3	9	-6

Exported with each value named: entries from further up
13) CC(=O)Nc1nc2cc(N)ccc2s1
- H9c2 TAG inh: -2
- H9c2 TAG inh DAPI viability: -7

10) CCN(CC)S(=O)(=O)c1ccc(C(=O)N2CCN=C2SCc2cccnc2)cc1
- H9c2 TAG inh: 11
- H9c2 TAG inh DAPI viability: -3

9) Clc1ccc2c(c1)C=Nc1c(NCc3ccccc3)ncnc1O2
- H9c2 TAG inh: 11
- H9c2 TAG inh DAPI viability: -5

(continued)
(17) CC(C)Cn1c(SCC(N)=O)nnc1-c1cccc(S(=O)(=O)N2CCOCC2)c1
(18) Cc1cccnc1NC(=O)C1CCN(S(=O)(=O)c2cccs2)CC1
(19) CCOC(=O)c1cc(C)n(S(=O)(=O)c2ccc(C)cc2)c1C
(20) CCO[C@@H]1OC(C(=O)N2CCOCC2)=C[C@H](c2coc3ccccc3c2=O)[C@H]1CCCO
(21) Fc1cccc(Cc2noc(CN3CCN(c4cnccn4)CC3)n2)c1
(22) Clc1cccc(-c2nc(NCC3CCCO3)c3ccccc3n2)c1 (stereo not drawn)
(23) C#CCOCCOCCOCCNc1nc(N2CCN(C(=O)[C@H]([C@@H](C)CC)n3cc(CCCN=C(N)N)nn3)CC2)nc(N2CCN(C(=O)[C@H](CCCCN)n3cc(CC(C)O)nn3)CC2)n1 (stereo partly drawn)
(24) OC(CSc1ccc(F)cc1)CN1CCN(c2ccccc2)CC1 (stereo not drawn)
entry no.	17	18	19	20	21	22	23	24
H9c2 TAG inh	3	21	-3	6	-6	13	5	0
H9c2 TAG inh DAPI viability	-3	-9	-1	-4	5	-4	9	2

(25) CCOc1ccc(NS(=O)(=O)c2cc(C(=O)N3CCN(c4ccccc4O)CC3)ccc2Cl)cc1
(26) CS(=O)(=O)c1cnc(-c2ccccc2)nc1-c1ccc(Cl)c(Cl)c1
(27) COc1cnc(-c2ccccc2)nc1Oc1ccccc1C
(28) O=C(NCCn1cccn1)c1ccc(OC2CCN(CCc3ccccc3)CC2)cc1
(29) CCn1c(-c2ccco2)n[nH]c1=S
(30) CC(C)N(Cc1nc(COc2ccccc2)no1)Cc1nccn1C
(31) CN(C)CCCNC(=S)N(Cc1cccs1)Cc1cc2cc3c(cc2[nH]c1=O)OCCO3
(32) COc1ccc(Cc2nnc(NC(C)=O)s2)cc1
entry no.	25	26	27	28	29	30	31	32
H9c2 TAG inh	10	11	-3	14	-23	-13	1	14
H9c2 TAG inh DAPI viability	-1	-12	3	-3	5	2	34	-6

(33) COc1cccc(CNc2cccc(C(F)(F)F)c2)c1O
(34) Cc1ccc(S(=O)(=O)C2(C(=O)Nc3ccc4c(c3)OCO4)CC2)cc1
(35) O=C(Oc1ccc(/C=N/O)cc1)c1ccccc1
(36) CC(=O)c1sc(Nc2cccc(C)c2)nc1C
(37) Cc1cc(Cl)cc(Cl)c1OCCOc1cccc2cccnc12
(38) O=C(C1CCN(S(=O)(=O)c2cccnc2)CC1)N1CCN(C2CCCC2)CC1
(39) Cc1cc(S(=O)(=O)NCCCN2CCOCC2)ccc1F
(40) CC(C)(C)NC(=O)C(=O)NNC(=O)COc1ccccc1
entry no.	33	34	35	36	37	38	39	40
H9c2 TAG inh	-7	-6	7	-32	-12	-3	-1	6
H9c2 TAG inh DAPI viability	-11	-5	2	4	-7	-19	-3	2

(41) CCc1ccccc1NC(=O)CN1CCN(C(=O)C(C)NC(=O)c2ccc(Cl)cc2)CC1 (stereo not drawn)
(42) CCn1c(SCc2ccc(F)cc2)nnc1C1CCN(S(=O)(=O)c2ccc(OC)cc2)CC1
(43) O=c1c2ccccc2cnn1Cc1n[nH]c(=S)n1-c1ccccc1
(44) Cc1noc(C)c1CSc1nc2ccccc2n1CCc1ccccc1
(45) CCCn1c(C(C)C)n[nH]c1=S
(46) CCSc1nnc(C)c2ccccc12
(47) COc1cc(/C=C/C(=O)OCC(=O)Nc2nnc(-c3ccccc3)o2)cc(OC)c1OC
(48) COc1cccc(C(=O)Nc2cccc(-c3nnc(-c4ccco4)o3)c2)c1
entry no.	41	42	43	44	45	46	47	48
H9c2 TAG inh	1	2	3	-14	7	-23	1	20
H9c2 TAG inh DAPI viability	-4	-1	-1	-9	-6	8	2	-8

(49) Cc1cc2c(c(=O)n1Cc1ccccn1)C(c1ccc3c(c1)OCO3)C(C#N)=C(N)O2 (stereo not drawn)
(50) Nc1cc(=O)[nH]c(SCC(=O)Nc2ccccc2Sc2ccc(Cl)cc2)n1
(51) CN(c1ccc(C(=O)NCc2ccco2)cc1)S(C)(=O)=O
(52) CCCCCn1cnc2sc(-c3ccccc3)cc2c1=O
(53) O=C(NCc1ccccc1Cl)c1ccc(CSc2nc3ccncc3[nH]2)cc1
(54) COc1ccccc1C(=O)N1CCN(C(=O)c2oc3ccc(C)cc3c2C)CC1
(55) Cc1cccn2cc(CCNS(=O)(=O)c3cccs3)nc12
(56) O=C(CCSc1ccc(F)cc1)NNC(=O)c1ccccc1Cl
entry no.	49	50	51	52	53	54	55	56
H9c2 TAG inh	-8	-12	-6	-10	1	3	11	-31
H9c2 TAG inh DAPI viability	17	3	7	3	6	-6	-7	15

(57) COC(=O)/C=C1\N/C(=N/c2nc(C)c3cc(OC)ccc3n2)NC1=O
(58) O=C(COC(=O)c1ccccc1-n1cnnn1)c1ccccc1
(59) Cc1c(-c2ccccc2)n[nH]c1C(=O)NN
(60) COc1cc(NC(=O)C2CCC(CNc3c(N4CCCCC4)c(=O)c3=O)CC2)cc(OC)c1 (stereo not drawn)
(61) COc1ccc(CN(C)C(=O)c2ccc3c(=O)n4c(nc3c2)CCC4)c(OC)c1
(62) COc1ccc(C2OC(=O)C(C)(C)C(=O)C2(C)C)cc1OC (stereo not drawn)
(63) Cc1cc2nc(NCCCO)n(CC(=O)c3cc(C(C)(C)C)c(O)c(C(C)(C)C)c3)c2cc1C
(64) CC(Sc1nnc(Cc2cccs2)n1C1CCCCC1)C(N)=O (stereo not drawn)
entry no.	57	58	59	60	61	62	63	64
H9c2 TAG inh	14	-6	-5	10	-3	-5	36	-4
H9c2 TAG inh DAPI viability	-13	-4	1	-7	-4	0	-12	7

(65) Cc1csc(SCC(=O)Nc2sc3c(c2C#N)CCC3)n1
(66) CCCc1nnc(N2C(=O)c3cccc4cccc(c34)C2=O)s1
(67) C[C@@H]1CN([C@H](C)CO)C(=O)c2cc(Br)cnc2O[C@@H]1CN(C)C(=O)CC1CC1
(68) CCCc1ccc(OCC(O)CN2CCN(c3ccccc3)CC2)cc1 (stereo not drawn)
(69) CCCCn1c(N)c(N(CCOC)C(=O)CN(C)S(=O)(=O)c2ccc(Cl)cc2)c(=O)[nH]c1=O
(70) Cc1nc2ccccc2c(=O)n1/N=C/C=C/c1ccccc1
(71) COC(=O)C(Cc1c[nH]c2ccccc12)NC(=O)CCNC(=O)c1ccco1 (stereo not drawn)
(72) CSc1nc(=S)cc(C)[nH]1
entry no.	65	66	67	68	69	70	71	72
H9c2 TAG inh	14	-4	-9	-22&-14	-6	-18	-8	12
H9c2 TAG inh DAPI viability	-26	12	7	14&15	-1	4	8	-6

(73) O=C(NCc1cccnc1)/C(=C/c1ccc([N+](=O)[O-])cc1)NC(=O)c1ccccc1
(74) O=C(COC(=O)c1cc(Br)ccc1O)NCC1CCCO1 (stereo not drawn)
(75) Cc1ccc(C(C)C)cc1S(=O)(=O)NCc1ccccn1
(76) Cc1ccc(C(=O)NCCN(C)C)c(C)c1
(77) COC(=O)c1cc(NC2c3ccccc3C(=O)N2c2ccc(Cl)cn2)cc(C(=O)OC)c1 (stereo not drawn)
(78) COc1ccc(C(CNC(=O)CNC(=O)c2cccc(Cl)c2)N2CCCC2)cc1 (stereo not drawn)
(79) CCc1nc2ccc(C(=O)Nc3ccc(OC)c(OC)c3)cn2c1N(C)CCC(C)C
(80) O=C(COc1cccc2cccnc12)Nc1ccccc1N1CCOCC1
entry no.	73	74	75	76	77	78	79	80
H9c2 TAG inh	9	-8	-6	2	3	-21	-5	-9
H9c2 TAG inh DAPI viability	-3	-5	4	5	-8	8	-3	0

Profiles, looked up by structure. Values in the order: H9c2 TAG inh	H9c2 TAG inh DAPI viability
Cc1ccc(C(C)C)cc1S(=O)(=O)NCc1ccccn1 reads -6	4
O=C(COc1cccc2cccnc12)Nc1ccccc1N1CCOCC1 reads -9	0
CCc1nc2ccc(C(=O)Nc3ccc(OC)c(OC)c3)cn2c1N(C)CCC(C)C reads -5	-3
Cc1ccc(C(=O)NCCN(C)C)c(C)c1 reads 2	5
COC(=O)c1cc(NC2c3ccccc3C(=O)N2c2ccc(Cl)cn2)cc(C(=O)OC)c1 (stereo not drawn) reads 3	-8

2 entries from above, with tabs:
No.	canonical_smiles	H9c2 TAG inh	H9c2 TAG inh DAPI viability
73	O=C(NCc1cccnc1)/C(=C/c1ccc([N+](=O)[O-])cc1)NC(=O)c1ccccc1	9	-3
74	O=C(COC(=O)c1cc(Br)ccc1O)NCC1CCCO1 (stereo not drawn)	-8	-5

Additional compounds.
(81) COc1ccc(/C=N/NC(=O)c2cccc3ccccc23)c(OC)c1OC
(82) N#C/C(=C/c1ccc([N+](=O)[O-])cc1)C(N)=O
(83) COC1(OC)N=C(NC(=O)Nc2ccccc2)C2(C#N)C(c3ccccc3)C12C#N (stereo not drawn)
(84) Cc1nc([N+](=O)[O-])cn1Cc1cccc2ccccc12
(85) COC(=O)CC(NS(=O)(=O)c1cccs1)c1ccccc1Cl (stereo not drawn)
(86) O=C(NCC1CCCO1)C(=O)N/N=C/c1cccc(Cl)c1 (stereo not drawn)
(87) CCCOc1ccc(CNC(=S)N/N=C/c2ccc([N+](=O)[O-])cc2)cc1
(88) O=C(O)/C=C/c1cn(-c2ccccc2)nc1-c1cc2ccccc2o1
entry no.	81	82	83	84	85	86	87	88
H9c2 TAG inh	2	6	-22	7	10	4	-46	-1
H9c2 TAG inh DAPI viability	-2	-3	-3	2	-4	-3	-38	18

(89) Cc1csc(=O)n1CCC(=O)OCC(=O)c1c(N)n(C)c(=O)n(C)c1=O
(90) Cc1nnc(SCC(=O)Nc2ccc(N(C)C)cc2)n(N)c1=O
(91) CCC(C)NC(=O)Cn1c(=O)n(CCCC(=O)NCc2ccccc2Cl)c(=O)c2ccccc21 (stereo not drawn)
(92) COc1ccc(N2CCN(C(=O)CCC(=O)N3CC(C)Oc4ccc(C)cc43)CC2)cc1 (stereo not drawn)
(93) Cc1ccc(NC(=O)Nn2cnnc2)cc1Cl
(94) Cc1ccc(C(=O)NCCCn2ccnc2)cc1C
(95) COc1cccc(CN(C)C(=O)c2cccc(S(=O)(=O)N3CCN(c4ccccc4)CC3)c2)c1OC
(96) COC(=O)c1ccc(COc2cc(O)c3c(c2)OC(C)(C)CC3=O)cc1
(97) CC1CCN(C(=O)COC(=O)c2cc3ccccc3cc2O)CC1
(98) CC(C)(C)c1ccc(N/N=C(\C#N)S(=O)(=O)C(C)(C)C)cc1
(99) COc1ccc(OCCOC(=O)CNC(=O)c2ccc(Cl)cc2Cl)cc1
entry no.	89	90	91	92	93	94	95	96	97	98	99
H9c2 TAG inh	-13	13	21	-51	10	-4	-17	-8	-4	-5	-7
H9c2 TAG inh DAPI viability	8	-7	-10	-15	-8	-5	-3	0	6	6	-3

Screens from PubChem BioAssay.
